Compound activity as filed in PubChem BioAssay.
EP2 antag: inhibitors of human EP2 prostaglandin E2 receptor; AID 1422; inhibition, % at 25 µM; 260,000 compounds, 0.52% hits; C6 glioma cells expressing human EP2, cAMP TR-FRET; cells stimulated with saturating PGE2; P43116;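 active = percent inhibition above 40 after rounding to a whole number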;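 also: rat C6 glioma host cells with rolipram phosphodiesterase inhibitor present; the protocol text gives 20 µM as final concentration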
PPC-1+TRAIL kill: PPC-1 cancer cell killing with TRAIL present; PPC-1 cells + TRAIL, ATPLite viability luminescence; AID 1443; 220,000 compounds, 0.41% hits; cell killing (% activity), % at 4 µM;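 active = cell killing above 50% in the first pass at 4 µM, then a duplicate retest at 5 µM averaging 50% or more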;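 also: plate controls were cells with TRAIL plus DMSO for no effect and medium-only wells lacking cells for full effect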
NPY-Y1 PAM-ag: potentiators or agonists of human neuropeptide Y receptor Y1 | P25929 | NPY-Y1 expressing cells, potentiator/agonist activation | AID 1304 | 220,000 compounds, 0.37% hits | activation, % at 3.6 µM; in the data active = activation above about 33%, passing the limit was not always enough;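 also: cells stimulated with NPY at EC10 then isoproterenol at EC100; 0% = low agonist plus stimulus and 100% = saturating agonist plus stimulus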
TRPML3 agonist: agonists of human TRPML3 channel; 220,000 compounds, 0.29% hits; activation, % at 3 µM; Q8TDD5; AID 1448; HEK293 TRPML3-YFP, Fluo-8 calcium fluorescence; 100% = the carbachol control signal;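 active = activation above its plate's cutoff, the mean activation of the plate's test wells plus 3 SD, cut at about 12% in these data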;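 also: 0% = DMSO only wells and 100% = carbachol wells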
Target sequence (Q8TDD5 whole entry, looked up): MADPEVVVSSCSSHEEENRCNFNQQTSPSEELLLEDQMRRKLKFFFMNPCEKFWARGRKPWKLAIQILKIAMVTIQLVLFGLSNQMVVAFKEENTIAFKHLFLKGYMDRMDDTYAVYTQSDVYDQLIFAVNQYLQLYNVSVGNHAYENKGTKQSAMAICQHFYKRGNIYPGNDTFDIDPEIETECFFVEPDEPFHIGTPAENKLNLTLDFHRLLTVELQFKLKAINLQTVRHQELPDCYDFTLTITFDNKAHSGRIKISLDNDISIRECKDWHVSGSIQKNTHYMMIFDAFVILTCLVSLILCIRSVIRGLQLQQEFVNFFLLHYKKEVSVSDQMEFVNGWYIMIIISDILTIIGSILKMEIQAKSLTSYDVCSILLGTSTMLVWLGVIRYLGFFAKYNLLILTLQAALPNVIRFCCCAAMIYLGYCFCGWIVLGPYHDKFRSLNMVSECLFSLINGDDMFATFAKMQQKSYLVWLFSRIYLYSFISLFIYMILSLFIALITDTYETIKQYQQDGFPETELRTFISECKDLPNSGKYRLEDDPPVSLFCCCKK
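Test system: TRPML3-YFP stable HEK293 cells. Doses: single point at 3 µM. Incubation: dye loading 1 h 37 °C then 30 min ambient, 125 s read. Signal: Fluo-8 calcium dye fluorescence, ex 470-495, em 515-575 nm. Measure: percent activation from peak-to-basal fluorescence ratio, scaled between DMSO and carbachol.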
CHOP inhibitor: CHOP inhibition in unfolded protein response; CHO-K1 CHOP-promoter luciferase, tunicamycin-induced, 15-18 h; inhibition, % at 10 µM; 220,000 compounds, 3.8% hits; AID 2732;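 active = compounds that reduced the stress-induced luciferase reporter signal by more than about 70% of percent inhibition, limit read from the data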;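 also: 0% = tunicamycin plus vehicle and 100% = wells without tunicamycin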
NPY Y1 blocker: antagonists of human neuropeptide Y receptor Y1; P25929; HEK293-CNG Y1 cells, membrane potential fluorescence; NPY at EC95, then isoproterenol; inhibition, % at 3.6 µM; 200,000 compounds, 1% hits; AID 1040;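 active = inhibition above the campaign mean inhibition of all tested compounds plus 3 SD, cut at about 20% in these data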;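 also: 0% = DMSO wells given NPY plus isoproterenol and 100% = isoproterenol alone without NPY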
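Benchmarks – high control isoproterenol alone, low control NPY with isoproterenol · Material – HEK293 Y1/CNG channel cell line · Times – dye 3 h, compound 60 min room temperature, stimulation 45 min · Probe or stimulus – NPY (25 nM), isoproterenol (1 µM), Ro 20-1724 (25 µM) · Evaluation – % inhibition of NPY effect · Signal – fluorescence, membrane potential probe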
EP2 mod: EP2 receptor (human) modulation; induction, % at 25 µM; AID 940; 260,000 compounds, 0.83% hits; EP2-expressing cells, cAMP HTRF FRET, PGE2 co-stimulation;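 active = compounds whose cAMP rise, as percent of the full-agonist control response, exceeds 60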;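 also: rat C6 glioma line stably carrying human EP2 under a CMV promoter; the protocol text gives 20 µM as final concentration; 100% = response of wells given 1 µM PGE2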
14-3-3 Bad PPI: disrupts binding of bovine 14-3-3 zeta to phospho-Bad peptide. 220,000 compounds, 0.71% hits. inhibition, % at 21.7 µM. AID 781. P63103. TR-FRET 14-3-3zeta/Dy647-pBad peptide displacement, 1 h;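 active = inhibition above about 70%, limit read from the data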;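 also: 0% = full 14-3-3 plus peptide FRET controls and 100% = background without 14-3-3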
TRPN1 ag: agonists of zebrafish TRPN1 channel; activation, % at 3 µM; AID 1424; HEK293 zebrafish TRPN1-YFP, Fluo-8 calcium fluorescence; 100% = response to 87 µM carbachol; 220,000 compounds, 0.18% hits;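 active = activation above its plate's cutoff, the mean activation of test wells on that plate plus 3 SD, cut at about 19% in these data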;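 also: 0% = DMSO alone and 100% = 87 µM carbachol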
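System: zebrafish TRPN1-YFP in HEK293 cells / Dosing: 3 µM single point / Timing: dye loading 1 h at 37 °C, then 30 min room temperature / Signal: Fluo-8 calcium fluorescence, excitation 470-495 nm, emission 515-575 nm / Read-out basis: percent activation from peak over basal fluorescence ratio, control-normalized / Control set: high carbachol 87 µM, low DMSO alone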
Numbers without * were called inactive; · = no result given; [ ] = dose if it differs, or a comment. Only part of the results is shown; count on the stated rates, not on these rows.

A first look:
SMILES	EP2 antag	PPC-1+TRAIL kill	NPY-Y1 PAM-ag	TRPML3 agonist	CHOP inhibitor	NPY Y1 blocker	EP2 mod	14-3-3 Bad PPI	TRPN1 ag
O=C(NN=C1CCCCCC1)c1c[nH]c2ccccc12	7.3	-13.3	11.2	0.6	10.9	-2.1	-26.2	-4.0	-1.1
O=C(c1ccc(CNc2c(N3CCCC3)c(=O)c2=O)cc1)N1CC=C(c2ccccc2)CC1	7.6	17.8	22.1	0.1	30.5	·	-86.3	-1.8	0.2
O=C(CSc1ccc2nnc(-c3ccccn3)n2n1)Nc1nccs1	7.8	-2.6	-12.4	0.8	16.9	4.5	-16.5	-11.6	0.1
CN(C)C(=S)N=Nc1[nH]c2ccccc2c1O	7.1	14.8	4.9	0.6	-127.4	3.4	22.6	-21.3	-0.5
COc1ccc(CN2CCNC(=O)C2CC(=O)NCc2cn3ccc(C)cc3n2)c(OC)c1 (configuration not stated)	7.7	-10.1	3.6	0.9	18.5	4.6	9.8	-17.8	0.4

Results, from the first entry:
SMILES	EP2 antag	PPC-1+TRAIL kill	NPY-Y1 PAM-ag	TRPML3 agonist	CHOP inhibitor	NPY Y1 blocker	EP2 mod	14-3-3 Bad PPI	TRPN1 ag
O=C(NN=C1CCCCCC1)c1c[nH]c2ccccc12	7.3	-13.3	11.2	0.6	10.9	-2.1	-26.2	-4.0	-1.1
O=C(c1ccc(CNc2c(N3CCCC3)c(=O)c2=O)cc1)N1CC=C(c2ccccc2)CC1	7.6	17.8	22.1	0.1	30.5	·	-86.3	-1.8	0.2
O=C(CSc1ccc2nnc(-c3ccccn3)n2n1)Nc1nccs1	7.8	-2.6	-12.4	0.8	16.9	4.5	-16.5	-11.6	0.1
CN(C)C(=S)N=Nc1[nH]c2ccccc2c1O	7.1	14.8	4.9	0.6	-127.4	3.4	22.6	-21.3	-0.5
COc1ccc(CN2CCNC(=O)C2CC(=O)NCc2cn3ccc(C)cc3n2)c(OC)c1 (configuration not stated)	7.7	-10.1	3.6	0.9	18.5	4.6	9.8	-17.8	0.4
Nc1nc(O)c(CC(=O)O)s1	8.8	13.6	-3.7	0.5	9.7	·	-2.2	-0.1	0.2
CN(Cc1ccccc1)C(=O)COC(=O)/C=C/c1ccco1	4.5	-8.2	6.4	1.5	-4.0	-2.5	14.0	-14.8	1.2
CC1(C)CC(=O)C(C=NCc2cccnc2)=C(O)C1	5.6	3.3	-5.2	0.5	45.8	-4.4	2.0	-3.3	0.1
O=C(/C=C/c1ccncc1)c1ccc2c(c1)OCCO2	4.6	9.4	-14.2	1.9	-105.0	1.3	-58.3	-9.9	2.8
CCOC(=O)C1CCN(C(=O)c2sc3nc(C)nc(N4CCC(C)CC4)c3c2C)CC1	3.7	18.6	-11.2	-0.6	13.2	2.3	-44.4	12.9[fluorescence artefact?]	-1.6
O=c1cc(O)c2c(=O)n(C3CCCCC3)c3ccccc3c2o1	3.9	-4.8	9.7	0.2	72.1*	2.4	34.9	4.2[fluorescence artefact?]	1.3
Cc1ccccc1NC(=O)c1ccc2c(c1)C(=O)N(CCC(C)C)C2=O	12.1	-6.4	-9.1	0.6	78.8*	3.0	11.4	-5.1[fluorescence artefact?]	-0.6
Cc1cccc(N(Cc2cc3ccccc3[nH]c2=O)S(C)(=O)=O)c1	7.4	-11.9	16.1	1.0	1.9	4.3	-14.8	-1.4	-0.8
CCOC(=O)C1CCN(S(=O)(=O)Cc2ccccc2)CC1	20.8	15.7	5.9	0.4	0.1	-0.2	8.1	7.0	1.0
Cn1c(SCC(=O)NCc2ccc3c(c2)OCO3)nc2scc(-c3cccs3)c2c1=O	7.3	13.5	-14.8	0.2	17.8	2.6	-14.7	-9.2	1.0
COc1ccc(Cn2c(S(=O)(=O)CC(N)=O)nc3ccccc32)cc1[N+](=O)[O-]	3.3	9.6	-12.2	0.3	-4.7	1.9	-11.3	-2.8	0.1
CCOC(=O)C(CCCOc1cccc(OC)c1)C(=O)OCC	4.8	9.8	-0.5	-1.0	39.2	-2.0	13.2	52.2[fluorescence artefact?]	-1.8
O=C(Nc1ccn(Cc2c(F)c(F)cc(F)c2F)n1)c1ccc(COc2ccc(Cl)cc2Cl)o1	9.0	22.5	-17.2	0.3	43.3	7.3	13.2	7.4	0.8
COCCCN=C1NN=C(c2cc(C)n(-c3ccccc3)c2C)CS1	5.2	20.0	-25.3	0.1	6.6	-6.7	7.3	-8.0[fluorescence artefact?]	0.1
Clc1ccc2nc(N3CCCCC3)sc2c1	7.3	5.8	-3.7	0.8	16.7	0.2	0.4	-9.2	0.8
N#Cc1ccccc1NC(=O)CSc1nnc(-c2ccccc2)n1-c1ccccc1	4.6	3.1	7.2	0.2	-8.6	-0.1	12.1	-6.5	-0.3
O=C(Nc1ccc(N2CCOCC2)cc1)c1cccc(S(=O)(=O)N2CCC(Cc3ccccc3)CC2)c1	6.3	11.0	4.8	1.0	43.2	1.1	5.8	-4.5	1.0
